SMARCA2 activ: increases SMARCA2 function in MMTV reporter cells; MG213 cells, MMTV-luciferase reporter, dexamethasone, overnight; activation, % at 9.1 µM; hit rate 1% among 370,000; in the data active means activation above about 7.8%;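 further: 0% = vehicle wells and 100% = reference activator wells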
HTRA1 inh: HTRA1 (human) protease inhibition; inhibition, % at 5.96 µM; AID 504803; hit rate 0.5% among 340,000; Q92743; recombinant HTRA1, FP-rhodamine activity-based probe, fluorescence polarization; in the data active means inhibition above about 36%;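 further: 0% = enzyme with DMSO and 100% = wells lacking enzyme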
PG9 Ab binder: PG9 antibody binding by small molecule; TR-FRET gp120-PG9 antibody binding; hit rate 0.43% among 360,000; inhibition, % at 6.7 µM; AID 624416; in the data active means inhibition above about 8.5%
ASAP1 GAP inh: inhibitors of human ASAP1 ArfGAP activity. Q9ULH1. ASAP1-stimulated ARF1 GTP hydrolysis, GDP FP detection. inhibition, % at 16.5 µM. hit rate 0.19% among 360,000. AID 624377; in the data active means inhibition above about 25%;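 further: 0% = vehicle with enzyme and substrate and 100% = no enzyme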
GC-A act: GC-A (human) enzyme activation | HEK293 GC-A cells, cGMP TR-FRET, EC30 ANP; 0% at EC30 ANP, 100% saturating ANP | activation, % at 10 µM | AID 1671463 | hit rate 0.14% among 370,000 | P16066; in the data active means activation above about 40%
NR1D1 modulator: modulates human Rev-erb alpha binding to DNA. P20393. Rev-erbα–FITC-DNA binding, fluorescence polarization, 90 min. activity, % at 10 µM. AID 1259318. hit rate 0.79% among 370,000;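 active means activity above about 14%, limit read from the data; passing the limit was not always enough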;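 further: 0% = DMSO wells with 35 nM protein and 100% = DMSO wells with 750 nM protein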
Target sequence (P20393 whole entry, looked up): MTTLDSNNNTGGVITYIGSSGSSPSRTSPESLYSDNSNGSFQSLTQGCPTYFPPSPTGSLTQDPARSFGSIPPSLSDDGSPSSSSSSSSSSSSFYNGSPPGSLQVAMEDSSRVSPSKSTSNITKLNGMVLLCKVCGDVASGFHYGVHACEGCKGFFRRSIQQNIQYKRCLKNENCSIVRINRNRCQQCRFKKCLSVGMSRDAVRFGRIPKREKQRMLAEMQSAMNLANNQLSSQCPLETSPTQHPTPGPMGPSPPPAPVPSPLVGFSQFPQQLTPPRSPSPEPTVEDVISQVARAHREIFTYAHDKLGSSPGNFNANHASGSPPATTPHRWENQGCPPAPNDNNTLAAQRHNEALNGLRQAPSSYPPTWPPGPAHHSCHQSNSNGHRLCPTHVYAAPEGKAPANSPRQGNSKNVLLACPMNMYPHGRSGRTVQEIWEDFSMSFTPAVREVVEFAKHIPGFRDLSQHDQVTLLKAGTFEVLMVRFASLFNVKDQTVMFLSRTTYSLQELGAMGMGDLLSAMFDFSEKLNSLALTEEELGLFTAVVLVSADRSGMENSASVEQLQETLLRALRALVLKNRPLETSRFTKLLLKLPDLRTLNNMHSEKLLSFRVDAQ
mABHD4 FP: inhibits mouse alpha/beta hydrolase domain 4. inhibition, % at 8.92 µM. hit rate 0.54% among 370,000. purified mABHD4, FP-Rh probe fluorescence polarization;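 active means inhibition exceeding the mean over every tested compound plus 3 SD, cut at about 30% in these data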;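 further: 0% = plate median of compound wells and 100% = S159A mutant with DMSO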
Target sequence (Q8VD66 whole entry, looked up, the tested form may be a part): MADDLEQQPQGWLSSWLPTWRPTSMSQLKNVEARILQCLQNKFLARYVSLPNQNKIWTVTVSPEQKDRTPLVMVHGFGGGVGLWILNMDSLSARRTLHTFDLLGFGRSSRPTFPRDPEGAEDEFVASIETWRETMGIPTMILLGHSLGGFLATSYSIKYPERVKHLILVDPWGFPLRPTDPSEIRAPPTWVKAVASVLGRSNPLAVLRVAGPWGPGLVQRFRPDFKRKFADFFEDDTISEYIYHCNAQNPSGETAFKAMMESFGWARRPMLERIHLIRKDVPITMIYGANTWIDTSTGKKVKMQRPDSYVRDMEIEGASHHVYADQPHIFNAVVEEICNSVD
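Assay system: wild-type mouse ABHD4 protein; compound: single nominal dose of 8.92 µM, 0.89% DMSO final; schedule: 45 min + 60 min at 25 °C; measured by: FP readout, ex 525 nm / em 598 nm; evaluation: % inhibition of FP-Rh probe binding versus controls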
rCAG RNA binder: binds r(CAG) RNA repeats; hit rate 1.3% among 370,000; AID 651821; r(CAG) RNA repeat, TO-PRO-1 dye displacement fluorescence; inhibition, % at 3 µM;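 active means inhibition above the plate cutoff, the mean of all test compounds on that plate plus 3 SD, cut at about 35% in these data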;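 further: 0% = DMSO alone and 100% = 100 µM mitoxantrone as full dye displacement; higher means more dye released from RNA so lower well fluorescence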
NPR2 activator: GC-B (human) receptor activation; activation, % at 10 µM; P20594; HEK293-GC-B cells, CNP EC30, cGMP TR-FRET; 0% at EC30 CNP, 100% saturating CNP; AID 1920062; hit rate 0.11% among 370,000;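 active means activation at 10 µM reaching about 35% in either raw or pattern-adjusted values, limit read from the data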
ARFGAP1 inhibitor: inhibits rat ARF GTPase activating protein 1 | Q62848 | Arfgap1-stimulated ARF1 GTP hydrolysis, GDP FP detection | inhibition, % at 16.5 µM | AID 651572 | hit rate 0.26% among 360,000;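 active means inhibition above a per-plate limit, mean inhibition of low control wells plus 3 SD, cut at about 25% in these data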;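 further: 0% = DMSO wells with enzyme and 100% = wells lacking Arfgap1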
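System: truncated rat Arfgap1 GAP domain / Medium: HEPES-based buffer, pH 7.5 / Also added: N-terminally truncated human ARF1-GTP substrate / Incubation: enzyme reaction 120 min at 25 °C after 20 min preincubation / Measured by: FP of antibody-bound GDP Alexa 633 tracer, ex 620/em 688 nm / Replicates: singlicate, each compound tested once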
* marks the source's active call; other numbers are inactive results; . = no result given.

Molecule	HTRA1 inh	mABHD4 FP	rCAG RNA binder	NPR2 activator	ARFGAP1 inhibitor	ASAP1 GAP inh	NR1D1 modulator	PG9 Ab binder	GC-A act	SMARCA2 activ
CC1CN(S(=O)(=O)c2ccc(C(=O)Nc3nccs3)cc2)CC(C)O1 (configuration not stated)	4	-2	-1	1	9	-1	-8	-1.4	-2	-3
O=C(CSc1nnc(NC2CCCCC2)s1)Nc1ccc(N2CCOCC2)cc1	1	-2	-3	-2	-2	1	2	-0.3	-1	-1
Cc1ccccc1OCCn1nc(C(=O)O)c2ccccc2c1=O	-12	1	1	1	1	4	7	1.0	-1	-4
COc1cccc(C2N(c3ccccn3)C(=O)C3CCCN32)c1OC (configuration not stated)	5	2	-1	0	11	3	-3	1.2	-2	-3
O=C(CSc1ncc(-c2ccc(F)cc2)n1Cc1ccco1)Nc1nccs1	-10	-4	4	-11	15	1	1	-0.7	-4	-1
COc1cccc(-c2nc3ccccc3c(=O)o2)c1	-4	-6	4	-3	4	-8	-2	-3.6	-3	1
O=C(N/N=C/c1cccc(C(F)(F)F)c1)C1CCN(c2ncc(C(F)(F)F)cc2Cl)CC1	-3	0	-4	1	-7	-7	3	0.2	2	-2
CCCCCN(C(=O)CCC(=O)OCC(=O)N1CCC(C)CC1)c1c(N)n(CCCC)c(=O)[nH]c1=O	-4	-5	-12	-3	8	3	-9	0.1	2	0
CCO[C@@H]1OC(C(=O)N2CCN(Cc3ccc4c(c3)OCO4)CC2)=C[C@H](c2coc3ccccc3c2=O)[C@H]1CCCO	-6	3	-2	-4	-6	-9	-1	-3.4	3	0
CCOC(=O)Cn1c(=NC(=O)C2COc3ccccc3O2)sc2cc(S(N)(=O)=O)ccc21 (configuration not stated)	-13	-1	18	8	0	1	-2	-1.9	7	0
CCO[C@H]1OC(C(=O)NCc2nc3ccccc3[nH]2)=C[C@@H](c2ccc3c(c2)OCO3)[C@@H]1CCCO	-3	12	-1	0	6	-1	0	-1.0	4	-1
CC(=O)c1cccc(NC(=O)C(C)OC(=O)c2ccc3ncsc3c2)c1 (configuration not stated)	-10	2	5	-1	-2	-12	-2	0.5	-1	-3
CN(C(=O)c1cccc(NC(=O)Cc2ccc(NC(=O)C3CCCN(C(=O)C4CCCCC4)C3)cc2)c1)C1CCCCC1 (configuration not stated)	-14	-6	3	0	7	0	8	-1.3	0	-3
C=CCn1c(COc2ccccc2OC)nc2ccccc21	-7	-3	-8	-4	0	-13	3	-0.7	-5	4
Cc1cc(C)n(C(N)=NC(=O)c2ccccc2)n1	-2	2	3	4	1	4	2	-2.5	1	0

Further entries follow:
Molecule	HTRA1 inh	mABHD4 FP	rCAG RNA binder	NPR2 activator	ARFGAP1 inhibitor	ASAP1 GAP inh	NR1D1 modulator	PG9 Ab binder	GC-A act	SMARCA2 activ
CC(=O)Nc1cccc(/C(C)=N/NC(=O)c2ccc3c(c2)OCO3)c1	-5	-2	0	4	6	7	-2	-2.9	0	0
S=C(NCc1ccco1)Nc1ccccc1	3	3	1	0	7	-8	-4	0.1	3	2
CCCCNC(=S)N=Nc1c(O)n(Cc2ccccc2)c2ccccc12	-11	4	4	5	-8	7	3	-1.0	5	3
COc1ccc(N(C(=O)c2ccco2)C(C(=O)NC2CCCC2)c2ccc(N3CCOCC3)cc2)c(OC)c1 (configuration not stated)	2	-6	-4	-1	-4	-5	-4	1.1	-3	0
CCOC(=O)CSc1ccc(C(=O)Nc2ccc(Cl)cc2)cn1	-8	-7	0	0	-6	5	-7	-0.6	18	4
CC(Oc1ccc(F)cc1)C(=O)Nc1cc(C(F)(F)F)ccc1-n1cncn1 (configuration not stated)	0	-2	-5	2	5	-7	4	1.1	4	2
Cc1cc(SCC(=O)N(CC(C)C)c2c(N)n(CC(C)C)c(=O)[nH]c2=O)nc2ccccc12	6	0	3	-2	5	4	4	0.2	-4	0
COc1ccnc(CN(C)C(=O)C2CCC(=O)N(CCN(C)C)C2)c1 (configuration not stated)	5	1	-1	-3	16	13	2	0.0	3	-2
O=C(O)C(C(O)c1ccccc1)[n+]1ccccc1 (configuration not stated)	1	3	0	2	2	-3	-5	0.2	3	1
CCOc1ccc(Br)cc1C(=O)N/N=C/c1ccccn1	-5	6	6	-3	-1	-12	7	-1.0	2	-3
Nc1[nH]c(C(=O)c2ccccc2)c(-c2ccc3ccccc3c2)c1C(=O)NCc1ccc(-c2ccccc2)cc1	.	4	25	4	-1	6	5	-0.9	2	-1
O=C1NCCCCC1NC1CC(=O)N(c2ccccc2)C1=O (configuration not stated)	-2	3	4	-1	-4	-11	4	0.9	2	3
Nc1[nH]c(C(=O)c2ccccc2)c(-c2ccc(Cl)c(F)c2)c1C(=O)c1c[nH]c2ccccc12	.	5	8	2	-4	0	-4	0.1	-7	-2
CCc1nnc(NC(=O)C2CCN(c3cnccn3)CC2)s1	4	-5	-3	-1	5	0	-4	0.1	3	-2
Cc1c(C(=O)NCc2cccnc2)oc2ccccc12	1	-3	-1	0	2	5	-5	-2.1	-1	-1

An excerpt of these results, with each value named:
> Nc1[nH]c(C(=O)c2ccccc2)c(-c2ccc3ccccc3c2)c1C(=O)NCc1ccc(-c2ccccc2)cc1
  HTRA1 inh: .; mABHD4 FP: 4; rCAG RNA binder: 25; NPR2 activator: 4; ARFGAP1 inhibitor: -1; ASAP1 GAP inh: 6; NR1D1 modulator: 5; PG9 Ab binder: -0.9; GC-A act: 2; SMARCA2 activ: -1

> O=C1NCCCCC1NC1CC(=O)N(c2ccccc2)C1=O (configuration not stated)
  HTRA1 inh: -2; mABHD4 FP: 3; rCAG RNA binder: 4; NPR2 activator: -1; ARFGAP1 inhibitor: -4; ASAP1 GAP inh: -11; NR1D1 modulator: 4; PG9 Ab binder: 0.9; GC-A act: 2; SMARCA2 activ: 3

> Nc1[nH]c(C(=O)c2ccccc2)c(-c2ccc(Cl)c(F)c2)c1C(=O)c1c[nH]c2ccccc12
  HTRA1 inh: .; mABHD4 FP: 5; rCAG RNA binder: 8; NPR2 activator: 2; ARFGAP1 inhibitor: -4; ASAP1 GAP inh: 0; NR1D1 modulator: -4; PG9 Ab binder: 0.1; GC-A act: -7; SMARCA2 activ: -2

> CCc1nnc(NC(=O)C2CCN(c3cnccn3)CC2)s1
  HTRA1 inh: 4; mABHD4 FP: -5; rCAG RNA binder: -3; NPR2 activator: -1; ARFGAP1 inhibitor: 5; ASAP1 GAP inh: 0; NR1D1 modulator: -4; PG9 Ab binder: 0.1; GC-A act: 3; SMARCA2 activ: -2

Additional entries
Molecule	HTRA1 inh	mABHD4 FP	rCAG RNA binder	NPR2 activator	ARFGAP1 inhibitor	ASAP1 GAP inh	NR1D1 modulator	PG9 Ab binder	GC-A act	SMARCA2 activ
Nc1nccnc1C(=O)OCC(=O)NC1CCCc2ccccc21 (configuration not stated)	5	4	8	3	-6	3	2	0.7	0	0
CCCC(NC(=O)COc1cc2c(c3oc(=O)c(C)c(C)c13)CCC(C)(C)O2)C(=O)O (configuration not stated)	-3	1	20	3	-2	-2	-2	2.0	5	-1
Cc1ccc(C(=O)N/N=C/C=C/c2ccccc2)o1	-12	-2	-3	-1	3	0	0	-2.6	2	0
O=C(CNS(=O)(=O)c1ccccc1)OCC(=O)c1ccc(Br)cc1	-3	-3	0	3	7	10	4	-2.9	2	4
C=C(NC(=O)C(=C)NC(=O)c1csc(C2=NC3c4csc(n4)C4NC(=O)c5csc(n5)C(C(C)(O)C(C)O)NC(=O)C5CSC(=N5)/C(=C/C)NC(=O)C(C(C)O)NC(=O)c5csc(n5)C3(CC2)NC(=O)C(C)NC(=O)C(=C)NC(=O)C(=C)NC(=O)C(C(C)C)NC2C=Cc3c(C(C)O)cc(nc3C2O)C(=O)OC4C)n1)C(N)=O (configuration not stated)	-64	-84	34	1	16	-14	-5	-1.0	1	8.6*
CCC(=O)Nc1nc2ccccc2n1CCN1CCOCC1	4	0	3	1	12	13	3	-0.8	-2	6
CC(C)(C)C(=O)Cn1c(NCCCO)nc2ccccc21	6	-6	5	2	9	17	4	-2.0	2	2
CN(CC(=O)Nc1ccc(Cl)cc1)C1=NS(=O)(=O)c2ccccc21	1	-4	2	0	-3	1	5	1.2	0	0
Cc1nnsc1S(=O)c1ccc(Cl)c(Cl)c1 (configuration not stated)	3	1	-4	-7	2	-12	5	-2.1	0	-1
O=C(COC(=O)C12CC3CC(CC(Br)(C3)C1)C2)Nc1ccc2[nH]c(=O)[nH]c2c1	5	7	17	3	11	12	-5	-2.0	-1	1
O=C(Nc1cc(C(F)(F)F)ccc1N1CCOCC1)c1n[nH]c(=O)c2ccccc12	-4	7	0	-6	-4	-1	-4	-0.8	-2	-2
CCOC(=O)C1=C[C@@H](C(C)(C)C)N(S(=O)(=O)c2ccc([N+](=O)[O-])cc2)[C@H]1c1ccccc1	.	-11	5	-6	-6	5	0	-2.2	-4	-4
CCOC(=O)c1c(C)c(C(=O)NCc2ccccn2)c(C)n1C	7	-10	-3	3	-7	-2	-1	-1.3	3	1
COc1cc(CN(C)C(=O)C(=O)c2c[nH]c3ccccc23)ccc1O	-2	-2	2	-2	20	-9	0	1.5	-2	-1
CS(=O)(=O)Nc1ccc(C2=NN(C(=O)c3ccco3)C(c3ccccc3F)C2)cc1 (configuration not stated)	-3	-15	3	-15	-6	7	-3	-2.6	-17	1

Continued:
Molecule	HTRA1 inh	mABHD4 FP	rCAG RNA binder	NPR2 activator	ARFGAP1 inhibitor	ASAP1 GAP inh	NR1D1 modulator	PG9 Ab binder	GC-A act	SMARCA2 activ
CCC(=O)N1CCc2cc(Br)cc(S(=O)(=O)CCC(=O)N(CC)CC)c21	2	-6	-6	5	5	-1	-2	-1.4	-1	-1
Cc1cccc(NC(=O)CSC(N)=O)c1C	-9	-1	1	11	-1	-4	-3	1.6	2	-4
COc1ccccc1C(=O)OCC(=O)Nc1cccc(S(=O)(=O)NC2=NCCCCC2)c1	4	-1	3	-6	-1	1	1	-0.1	-2	0
O=C(CN1C(=O)/C(=C/c2ccc(C(F)(F)F)cc2)Sc2ccccc21)NCCCN1CCOCC1	1	13	-7	1	-4	1	-8	0.2	6	-2
C[C@@H]1CN([C@H](C)CO)C(=O)CCCn2nncc2CO[C@H]1CN(C)Cc1ccc(-c2ccccc2)cc1	4	0	2	3	4	-6	2	0.7	6	0
O=C(Cn1cc(C(F)(F)F)ccc1=O)N/N=C/c1cccc(Cl)c1Cl	0	11	-2	1	-10	-3	0	0.0	0	1
O=C(OCn1nnc2ccccc2c1=O)C1CCCCC1	0	-2	-1	3	0	-10	6	-0.4	0	-4
